# High-throughput results: PubChem, several laboratories
# NCF1 inh = blocks human p47phox regulatory protein of NADPH oxidases; hit rate 0.53% among 220,000; p47phox/p22phox peptide binding, fluorescence polarization, 2 h; inhibition, % at 24.7 µM;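 active = inhibition above about 30%, limit read from the data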;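 also: 0% = p47phox with labelled peptide and 100% = labelled peptide alone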
# EBV gp42 inh = inhibitors of Epstein-Barr virus glycoprotein 42 | Q1HVG2 | Fluorescence polarization binding assay, mP read-out | inhibition, % (tested at 21.74 µM) | hit rate 0.42% among 220,000 | AID 1085; in the data active = inhibition above about 50%
# Target sequence (Q1HVG2 whole entry, looked up): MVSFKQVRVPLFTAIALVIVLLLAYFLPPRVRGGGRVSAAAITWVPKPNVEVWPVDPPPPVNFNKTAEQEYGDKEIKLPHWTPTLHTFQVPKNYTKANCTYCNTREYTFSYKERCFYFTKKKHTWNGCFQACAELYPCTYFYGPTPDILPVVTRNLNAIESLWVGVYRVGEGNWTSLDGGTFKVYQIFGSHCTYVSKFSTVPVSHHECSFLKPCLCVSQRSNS
# TbHK1 inh = T. brucei hexokinase 1 inhibition. recombinant TbHK1, G6PDH-coupled NADH A340. inhibition, % at 10 µM. hit rate 0.11% among 220,000. AID 1430;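 active = inhibition of 50% or more in the single-dose primary screen; inactive = inhibition below 50%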
# Furin inhibitor = human furin inhibition. inhibition, % at 30 µM. P09958. purified furin, fluorogenic substrate cleavage. hit rate 0.061% among 220,000; in the data active = inhibition above about 25%; also: inactives centre near -15
# Calpain2 inh = inhibitors of pig calpain II. hit rate 0.37% among 220,000. inhibition, % at 16 µM. purified calpain II, fluorogenic peptide substrate, 30 min;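 active = inhibition above about 50%, limit read from the data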
# Runt-CBFb FRET = blocks binding of human RUNX1 Runt domain to CBFb; inhibition, % at 20 µM; hit rate 0.46% among 220,000; Cerulean-Runt/Venus-CBFb FRET ratio 530/480, 1 h; Q01196+Q13951;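 active = inhibition over about 50% at 20 µM in the single-dose screen, limit read from the data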;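 also: 0% = DMSO wells and 100% = excess unlabeled CBFb competitor control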
# Target sequence (Q01196 whole entry, looked up, the tested form may be a part): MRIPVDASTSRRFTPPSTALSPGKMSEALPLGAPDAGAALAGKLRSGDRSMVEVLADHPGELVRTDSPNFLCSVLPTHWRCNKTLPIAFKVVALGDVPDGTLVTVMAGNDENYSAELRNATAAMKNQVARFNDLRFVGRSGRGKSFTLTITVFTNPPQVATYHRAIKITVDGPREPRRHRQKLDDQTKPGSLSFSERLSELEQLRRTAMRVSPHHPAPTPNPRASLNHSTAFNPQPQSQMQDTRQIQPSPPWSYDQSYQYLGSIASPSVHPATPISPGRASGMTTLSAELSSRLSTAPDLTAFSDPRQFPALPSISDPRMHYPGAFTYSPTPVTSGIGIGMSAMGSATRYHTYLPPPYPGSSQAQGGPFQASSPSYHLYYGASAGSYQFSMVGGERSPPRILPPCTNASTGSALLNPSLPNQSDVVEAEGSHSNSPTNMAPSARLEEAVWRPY
# Target sequence (Q13951 whole entry, looked up, the tested form may be a part): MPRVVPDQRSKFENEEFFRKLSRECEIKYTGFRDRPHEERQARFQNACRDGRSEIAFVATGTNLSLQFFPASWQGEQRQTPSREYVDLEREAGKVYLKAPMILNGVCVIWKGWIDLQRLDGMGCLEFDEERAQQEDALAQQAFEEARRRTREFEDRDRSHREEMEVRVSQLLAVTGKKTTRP
#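 System: Cerulean-labeled Runt domain protein | Quantity: 100 nM of each labeled protein | Schedule: 1 h compound exposure, room temperature | Detection: Fluorescence energy transfer, 422 nm excitation, 530/480 nm emission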
# RBBP9 inhibitor = human RBBP9 hydrolase inhibition | hit rate 0.2% among 220,000 | O75884 | AID 1515 | inhibition, % at 7.94 µM | recombinant RBBP9, FP-Rh probe fluorescence polarization;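 active = inhibition above the campaign mean of all tested compounds plus 3 SD, cut at about 14% in these data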;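 also: plate controls were DMSO wells with RBBP9 for no effect and wells lacking RBBP9 protein for full effect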
#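 Controls: DMSO-treated enzyme wells and wells lacking RBBP9 | Material: RBBP9 protein | Technique: Fluorescence polarization | Replication: Single well per compound, no replicates | Buffer or medium: Tris-NaCl-Pluronic buffer, pH 8.0 | Timing: 30 min compound preincubation, 45 min probe labeling, 25 °C | Read-out basis: Percent inhibition from mP, scaled between DMSO and no-protein wells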
# Runt-SMMHC FRET = blocks binding of human RUNX1 Runt domain to CBFb-SMMHC. Q01196+Q13951. Cerulean-Runt/Venus-CBFb-SMMHC FRET ratio 530/480, 1 h. inhibition, % at 20 µM. hit rate 0.74% among 220,000. AID 1434;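 active = mean inhibition across duplicate retests at 20 µM reaching about 50%, limit read from the data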;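 also: 0% = DMSO wells and 100% = wells with excess untagged CBFb-SMMHC; inhibitors lower the FRET ratio by blocking Runt binding to CBFb-SMMHC; some results filed as inactive read as strong as hits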
# p97 ATPase inh = human p97 ATPase inhibition; P55072; AID 1481; inhibition, % at 8 µM; hit rate 0.42% among 220,000; recombinant p97 ATPase, Kinase-Glo ATP luminescence, 3 h; in the data active = inhibition above about 15%;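 also: 0% = DMSO vehicle and 100% = wells lacking enzyme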
# * marks the source's active call; other numbers are inactive results; / = not tested or not shown; [ ] = remark or other dose.
# Below each SMILES – EBV gp42 inh	TbHK1 inh	p97 ATPase inh	Calpain2 inh	NCF1 inh	Furin inhibitor	Runt-CBFb FRET	Runt-SMMHC FRET	RBBP9 inhibitor
> Cc1ccc(OCCOC(=O)Nc2ccccc2)cc1
  -9.1	-9.0	-0.3	-11.6	-0.1	-25.7	0.7	-1.1	0.2
> COC(=O)c1ccc(CSc2nc3c(c(=O)n2-c2ccc(Br)cc2)SCC3)o1
  4.8	-12.7	3.4	-55.8	-18.8	-10.0[20 µM]	1.3	-3.5	6.8
> CCOC(=O)CNC(=O)CSc1ncnc2c1nnn2-c1ccc(F)cc1
  -7.7	3.2	-3.7	18.3	-12.3	-21.2[20 µM]	1.1	-6.5	-12.3
> CC1(C)CC2CC(C)(CN2/C=C2/CCCCC2=O)C1 (centres undefined)
  17.9	-14.2	1.8	-19.8	-36.0	-16.4	-0.2	4.3	0.2
> COc1ccc(-n2c(CCc3ccccc3)n[nH]c2=S)cc1
  4.8	-3.5	0.9	-9.3	-11.2	-20.3	9.4	9.6	-6.8
> O=C(C1CCCO1)N1CCN(C(=S)Nc2ccc(F)c(Cl)c2)CC1 (centres undefined)
  -8.0	-6.6	3.3	-1.4	0.0	-18.9	0.8	-0.7	-6.5
> Cc1ccc(S(=O)(=O)N2CN(Cc3ccco3)c3nc4ccccc4nc32)cc1
  -10.9	-10.8	3.2	-15.2	-16.6	-12.4[20 µM]	0.8	-6.4	-1.3
> O=C(Cc1ccccc1)N/N=C/c1cc2c(cc1Cl)OCO2
  -3.9	-9.5	3.9	-8.5	-15.4	-23.5	0.6	-4.5	-10.9
> c1csc(-c2nnsc2-c2nc3ccccc3[nH]2)c1
  -26.2	-14.2	3.2	0.7	-11.3	-15.2	3.5	15.0	-9.4
> CCn1c2ccccc2c2cc(NC(=O)COC(=O)c3ccccc3F)ccc21
  -11.8	7.1	1.5	16.2	-9.2	-9.1	0.0	3.2	-2.1
> O=c1cc(CN2CCCCCC2)nc2sccn12
  -8.4	-2.6	4.0	-12.9	4.2	-12.7	2.3	-4.3	6.4
> O=[N+]([O-])c1cc(C(F)(F)F)c(Cl)cc1N1CCN(CCO)CC1
  -5.3	-5.2	-5.4	-16.7	-5.8	-18.1	0.5	3.2	-8.3
> O=C(Cn1c(=O)n(Cc2ccc3c(c2)OCO3)c(=O)c2ccccc21)N1CCCc2ccccc21
  -5.7	2.1	-1.2	-254.9	-49.1	-10.9[20 µM]	-0.9	-1.9	-6.5
> Cc1cccc(NC(=O)c2ccccc2C(=O)O)c1
  -10.1	-0.6	2.2	-25.2	-9.8	-18.0[20 µM]	-1.4	7.0	-9.9
> CCOc1ccc(CN(Cc2ccco2)S(=O)(=O)c2ccc(-n3cnnn3)c(OC)c2)cc1
  -7.1	2.5	-0.8	9.8	-3.0	-16.7[20 µM]	-3.3	1.3	-5.5
> CSc1ccccc1NC(=O)c1cccnc1
  -15.8	-3.2	0.7	-15.5	-13.1	-13.7[20 µM]	0.7	1.2	-8.0
> CC1(C)CC(CC(=O)O)(c2ccc(Cl)cc2)CCO1 (centres undefined)
  -6.0	2.1	-3.5	4.9	-9.9	-0.5[20 µM]	1.8	-4.5	-6.8
> COc1cc(CCCN2C(=S)NC[C@@H]2Cc2ccccc2)cc(OC)c1OC
  -11.0	-1.2	1.0	10.8	-3.0	-26.2	2.3	2.0	-1.6
> COc1cccc(/C=C/C(=C2/C(=O)N(c3ccccc3)N=C2C)c2ccc(Br)cc2)c1OC
  -9.7	-20.3	2.9	3.2	-8.9	-7.2	0.4	-2.0	0.9
> Cc1ccccc1NC(=O)c1cccc(OCc2c(C)noc2C)c1
  -7.7	1.9	-4.6	-34.1	-4.5	-16.2[20 µM]	0.3	-1.7	1.1

# Ordered by value in NCF1 inh (ascending): some entries from above
mol	NCF1 inh
Cc1ccc(S(=O)(=O)N2CN(Cc3ccco3)c3nc4ccccc4nc32)cc1	-16.6
CSc1ccccc1NC(=O)c1cccnc1	-13.1
O=C(C1CCCO1)N1CCN(C(=S)Nc2ccc(F)c(Cl)c2)CC1 (centres undefined)	0.0

# (list continues)
# Below each SMILES – EBV gp42 inh	TbHK1 inh	p97 ATPase inh	Calpain2 inh	NCF1 inh	Furin inhibitor	Runt-CBFb FRET	Runt-SMMHC FRET	RBBP9 inhibitor
> CCC(=O)c1ccc(OCC(=O)O)c(OC)c1
  -13.7	-5.2	3.1	10.7	-6.0	-12.3	0.0	-1.0	-4.1
> CCC(=O)Nc1ccc(Cl)c(NC(=O)c2cccnc2)c1
  -5.4	1.7	-0.7	-33.3	-3.7	-23.0[20 µM]	1.3	1.7	4.2
> COc1cc(NC(=O)NC(C)(C(F)(F)F)C(F)(F)F)cc(OC)c1OC
  -5.2	-4.9	1.4	-24.5	-22.4	-4.7[20 µM]	-1.8	0.7	12.4
> CC(C)c1ccc(OC(=O)NCCO)cc1
  -17.6	-2.6	7.7	1.8	41.1*	-8.9	0.9	-0.4	5.8
> Cc1ccc(-n2c(SCC(=O)Nc3ccc4c5c(cccc35)CC4)nc(O)c(C)c2=O)cc1
  -2.0	1.8	-1.4	-29.2	-8.7	-11.5	-1.3	0.1	-6.0
> CCOC1OC(=O)C(Cl)=C1Nc1ccccc1C (centres undefined)
  -1.2	-4.8	-1.0	12.9	-6.7	-20.9	6.4	-2.0	-0.8
> Cc1ccc(NC(=O)CC2=NC(=O)C(CC(=O)Nc3ccccc3C)S2)cc1 (centres undefined)
  2.3	-0.4	1.5	-103.0	-13.1	-24.6	-0.2	-1.6	-5.3
> Cc1cc(C(=O)NC2CCCCC2)c2cc(F)ccc2n1
  -9.5	0.3	-1.1	13.0	1.6	-23.6	-0.6	1.7	-7.5
> COc1ccc(C(=O)Nc2nc3ccccc3s2)cc1OC
  -14.2	-14.3	4.9	-25.9	-10.7	-26.2	/	/	-10.9
> COc1ccc(NC(=S)Nc2ccc(Oc3ccccc3)cc2)cc1
  -4.0	6.3	2.7	7.8	-0.9	-9.8[20 µM]	12.0	-5.6	-2.5
> O=C(CCCN1C(=O)c2ccccc2C1=O)NCCCN1CCOCC1
  -15.1	-0.9	1.0	0.9	-0.3	-20.7[20 µM]	3.1	-0.8	-9.0
> Cc1ccccc1-n1c(=O)c2ccccc2n2nnnc12
  -29.1	-0.8	-1.7	-9.2	-12.2	-15.5[20 µM]	-1.3	2.3	-6.3
> COc1ccc(C2C3=C(NCCN=C3c3ccccc3)C(=O)N2c2ccccc2)c(OC)c1 (centres undefined)
  -17.2	-10.2	5.8	0.4	-1.3	-22.2	0.2	-8.0	1.7
> Cc1cc(/C=C2\NC(=O)NC2=O)c(C)n1-c1cccnc1
  -9.8	-56.2	5.5	-11.9	-7.1	-7.5	0.1	-2.3	-14.1
> N=C1C(c2nc3ccccc3s2)=C(O)CN1NC(=O)c1ccco1
  -0.8	-12.6	6.5	-18.2	-23.9	-3.1	-1.1	0.6	-2.5
> CCCC(=O)Nc1cc(OC)c(OC)cc1C(=O)O
  -2.6	-4.0	-3.9	-5.0	-4.3	-17.5[20 µM]	1.0	2.2	-3.2
> CN1CCC(NC(=O)NC2CCCCC2)CC1
  -3.6	-7.8	3.7	-14.1	-0.3	-12.0	0.0	1.0	-8.0
> COC(=O)c1sccc1NC(=S)N1CC(C)CC(C)C1 (centres undefined)
  3.2	-3.0	-4.5	12.2	-2.8	-12.4[20 µM]	-1.7	0.3	-0.8
> COC(=O)c1cc(=O)n2c(-c3ccccc3)csc2n1
  -6.7	-3.4	-0.7	-19.2	-4.6	-19.0	-0.9	-1.6	-4.3
> c1ccc(-c2nn3c(C4COc5ccccc5O4)nnc3s2)cc1 (centres undefined)
  /	-2.0	-0.4	/	/	-15.7[20 µM]	/	/	-6.2
> CCOC(=O)Cc1c(C)nc2c(-c3cccc(Br)c3)cnn2c1C
  4.2	-5.1	3.7	-198.7	-13.5	-19.2	-3.4	-5.0	-5.6
> Cc1ccc(-n2c(CSc3nc(C)cc(C)n3)nnc2SCC(=O)Nc2nccs2)cc1
  -1.8	6.7	-0.6	0.2	36.3*	-24.5	-2.7	-0.9	-5.1
> Cc1ccc(-c2nn(CC(=O)O)c(=O)c3ccccc23)cc1
  -0.8	-14.2	-4.4	13.1	-17.1	-16.9[20 µM]	-0.6	-0.6	-10.9
> CC(=O)N(\C=C/C=C/C=C1\Sc2ccccc2C1=O)c1ccccc1
  -5.8	-0.5	2.3	-16.4	-12.3	-19.3	-3.6	-31.7	-5.9
> CN(C)C(=O)CSCc1c(Cl)cccc1Cl
  -13.0	0.5	-2.2	-39.5	-8.6	-9.7[20 µM]	1.4	1.5	-4.9
> Cc1cccc(OCCCC(=O)Nc2nccs2)c1C
  -5.5	2.2	-4.7	16.5	5.0	-22.8	0.6	0.3	-4.4
> CCC(=O)N1CCc2cc(S(=O)(=O)CCC(=O)Nc3ccc(OC)c(OC)c3)ccc21
  -16.9	-4.5	6.9	-19.7	-5.5	-19.9	-0.5	-7.1	-0.3
> CN1C(C(=O)NCc2cccc(C(F)(F)F)c2)CC2Cn3c(nc4cc5ccccc5cc43)C21 (centres undefined)
  -16.1	-23.1	/	-11.7	-11.0	-23.8	-1.7	3.8	/
> COc1ccc(C)cc1S(=O)(=O)N(CC(=O)Nc1cccc([N+](=O)[O-])c1)c1ccccc1
  1.2	-4.0	2.6	-21.1	-5.4	-13.0	0.5	3.6	3.0
> Cc1cccc(N(CC(N)=O)C2SC(=O)N(c3ccccc3)C2=O)c1 (centres undefined)
  -15.4	28.9	-4.8	5.5	-4.7	-14.3	3.6	6.0	-5.0
> COc1ccc(C2=NN(C(=O)CN3CCCCC3)C(c3ccc(OC)cc3)C2)cc1 (centres undefined)
  -5.1	-3.2	-7.4	17.6	-18.3	-15.2	1.1	-0.1	-2.8
> COc1ccc(CC(=O)Nc2cc3oc4ccccc4c3cc2OC)cc1
  -16.2	-5.5	12.8	-2.6	-12.7	-7.4	-0.8	-0.3	-5.6
> CCOC(=O)C(=O)Nc1ccc(OC)c(Cl)c1
  -14.0	-0.7	2.4	-6.3	-14.1	-16.7	1.7	3.0	-5.6
> COc1cc(CNCCNCC(C)O)ccc1OCc1ccc(Cl)nc1 (centres undefined)
  -9.0	1.1	-6.0	18.4	-5.6	-11.5	-1.5	-1.1	-0.7
> O=C1CCc2cc(S(=O)(=O)N3CCN(c4cccc(Cl)c4)CC3)ccc2N1
  -14.1	-10.5	-2.8	13.5	-9.1	-20.8	-1.3	4.0	-3.5
> CC(=O)Nc1ccc(NS(=O)(=O)c2cccc3ccccc23)cc1
  -4.5	-4.1	8.2	-25.4	-3.8	0.6[20 µM]	2.5	-7.0	4.3
> O=C(NCCN1CCOCC1)C(Sc1ccccc1)c1ccccc1 (centres undefined)
  -1.8	-3.8	2.0	-16.9	0.3	-21.5	-1.7	-0.5	-1.0
> CC1(NC(=O)C23CC4CC(CC(C4)C2)C3)CCS(=O)(=O)C1 (centres undefined)
  -12.3	6.3	5.2	8.4	-10.2	-31.4	0.6	5.2	-7.0
> CC(C)CNS(=O)(=O)c1ccc(CCC(=O)N2CCOCC2)cc1
  -12.0	10.6	0.3	-8.9	-12.5	-16.5[20 µM]	-1.5	-0.5	-3.9
